mcGAS MS inh = blocks mouse cGAS cGAMP production | recombinant mouse cGAS, cGAMP by RapidFire MS | hit rate 0.18% among 130,000 | inhibition, % at 12.5 µM | Q8C6L5;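 active = inhibition of cGAS enzyme activity at or above 60%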;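 also: enzyme stimulated by 45 bp dsDNA with ATP and GTP substrates; cGAMP share of summed cGAMP plus half ATP and half GTP signals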
Target sequence (Q8C6L5 whole entry, looked up): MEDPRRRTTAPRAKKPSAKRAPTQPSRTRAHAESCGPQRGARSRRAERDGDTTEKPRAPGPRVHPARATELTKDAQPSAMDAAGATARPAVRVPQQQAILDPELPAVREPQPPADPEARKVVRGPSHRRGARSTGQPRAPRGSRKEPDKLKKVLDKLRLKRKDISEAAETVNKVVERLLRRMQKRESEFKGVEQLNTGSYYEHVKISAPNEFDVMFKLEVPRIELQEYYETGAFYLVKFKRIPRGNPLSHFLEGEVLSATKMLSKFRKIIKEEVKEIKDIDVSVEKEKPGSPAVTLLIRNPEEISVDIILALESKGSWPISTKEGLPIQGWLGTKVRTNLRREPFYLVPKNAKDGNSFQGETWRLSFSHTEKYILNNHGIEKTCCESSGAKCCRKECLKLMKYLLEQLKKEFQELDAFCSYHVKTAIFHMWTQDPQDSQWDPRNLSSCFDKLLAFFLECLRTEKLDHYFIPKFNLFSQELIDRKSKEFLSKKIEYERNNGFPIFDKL
Starred values were filed as active, the others as inactive.

cpd | Compound | mcGAS MS inh
1 | Cc1ccc(NC(=O)C(C)N(C)Cc2nnc3ccccn23)c(Br)c1 (stereo not drawn) | -13.2
2 | Cc1ccc(C(=O)NCCNc2nc(C)nc3c2c(C)nn3-c2ccccc2C)cc1 | -2.6
3 | C=CCN=c1scc(C)n1N=Cc1ccc(O)c(O)c1 | 14.0
4 | Cc1sc(NC(=O)c2ccco2)c(C(c2cccnc2)N2CCN(c3ccccc3F)CC2)c1C (stereo not drawn) | -1.5
5 | O=C(NCc1ccc(Cl)cc1)C1CCCc2[nH]ncc21 (stereo not drawn) | -3.9
6 | O=C(CCCCn1c(=O)[nH]c2ccsc2c1=O)NCC1CCCO1 (stereo not drawn) | 4.1
7 | Cc1ccc(CN(C)C(=O)c2cccc(-c3ncc[nH]3)c2)o1 | -35.0
8 | Cc1ncc(C(=O)N2CCC(O)(CN(C)C)C2)c(-c2ccccc2)n1 (stereo not drawn) | -6.7
9 | CC(=O)Nc1ccc(CN2C(=O)C(C)(C)ON=C2c2ccc(F)cc2)cc1 | 13.2
10 | Cc1ccccc1CN1C(=O)CON=C1c1ccc(N(C)C)cc1 | 2.8
11 | Cn1nnnc1C(Br)CC(Br)(Br)Br (stereo not drawn) | 1.2
12 | CC(C)SC(NC(=O)OCc1ccccc1)C(=O)NCCc1ccc(S(N)(=O)=O)cc1 (stereo not drawn) | -2.8
13 | N#Cc1cccc(N/N=C2\CCn3cccc32)c1 | -7.2
14 | Cc1cc(Cl)ccc1OCC(O)CN1CCN(c2ccccc2)CC1 (stereo not drawn) | -3.2
15 | C=CCn1c(C(C)NC(=O)CC)nc2ccccc21 (stereo not drawn) | -12.3
16 | COc1ccc(Cl)cc1C(=O)N1CCC(C(=O)NC(C)Cn2ccnc2)CC1 (stereo not drawn) | -7.8
17 | O=C(CCn1cccn1)Nc1ccc(NC(=O)C2CC2)cc1 | 0.1
18 | CNC(=O)COc1ccccc1CNCC1(N2CCCCC2)CCCCC1 | 7.0
19 | CCn1cc(NC(=O)c2oc(-c3ccccc3)nc2C)ccc1=O | -14.4
20 | CN(CC(=O)Nc1sccc1C(N)=O)Cc1ccco1 | -6.6
21 | COc1ccc(-c2cnnc(NCCSc3nccn3C)n2)c(OC)c1 | -2.5
22 | Cc1ccccc1Oc1ncccc1CNc1nccc(C(F)(F)F)n1 | -15.4
23 | CC1(C)COCCN1Cn1nc(-c2ccco2)n(Cc2ccccc2)c1=S | -7.0
24 | CN1CC2(CCCN(Cc3noc(C(C)(C)C)n3)C2)OC1=O (stereo not drawn) | 4.6
25 | O=C(c1cnccn1)N(CCN1CCCCC1)CC1CCCN(C2CCCC2)C1 (stereo not drawn) | -12.2
26 | CC(Cc1ccco1)NC(=O)c1cc2c(s1)CCC2 (stereo not drawn) | -10.3
27 | O=S(=O)(NCCOc1ccccc1F)c1cccs1 | 23.5
28 | Cc1noc(C)c1C(=O)OCC(=O)N1N=C2C(=Cc3ccco3)CCCC2C1c1ccco1 (stereo not drawn) | -4.2
29 | O=C(CSc1nnc(Cc2cccs2)n1C1CCCCC1)N1CCNC1=O | -7.6
30 | CCOc1ccccc1CCC(=O)N1CC(=O)Nc2cccnc21 | -7.3

The final two records of the section before come first, to join the parts:
cpd | Compound | mcGAS MS inh
29 | O=C(CSc1nnc(Cc2cccs2)n1C1CCCCC1)N1CCNC1=O | -7.6
30 | CCOc1ccccc1CCC(=O)N1CC(=O)Nc2cccnc21 | -7.3
31 | O=C(Nc1ccccc1F)c1sccc1S(=O)(=O)N1CCc2ccccc2C1 | -5.8
32 | Cc1[nH]c2ccccc2c1S(=O)(=O)CCNC(=O)Nc1ccc2c(c1)OCO2 | -5.7
33 | O=c1c2ccccc2nnn1COc1ccc(Br)cc1Cl | -3.3
34 | O=C(Cc1cccs1)Nn1cnc2c(cnn2-c2ccc(F)cc2)c1=O | -6.0
35 | Cc1ccc2nc(C(C#N)C(=O)c3ccc(S(=O)(=O)N4CCCC4)cc3)[nH]c(=O)c2c1 (stereo not drawn) | -4.9
36 | c1ccc(CNc2ccn3nccc3n2)cc1 | -1.3
37 | O[C@@H]1CN(c2ncnc3ccsc23)CC[C@H]1c1ccc2c(c1)OCO2 | 0.7
38 | Cc1ccc(C(C)(C)C)cc1S(=O)(=O)N1CC(=O)Nc2ccccc21 | -4.9
39 | O=C1CSC(=O)N1CCN1C(=O)CSC1=O | -41.4
40 | CCOC(CNc1ncnc2c1nnn2CC)OCC | -13.9
41 | CSc1ccc2cc(CN3CCC(N(C)C(C)=O)C3)c(=O)[nH]c2c1 (stereo not drawn) | 16.6
42 | CCN(CC)C(CNC(=O)Cn1nc(C)cc1C)Cc1ccccc1 (stereo not drawn) | -14.6
43 | CC(C)c1nnc2c(N(C)S(=O)(=O)c3ccccc3)nc3ccccc3n12 | -5.0
44 | Cn1c(SCc2nc3ccccc3c(=O)[nH]2)nc2ccsc2c1=O | -12.8
45 | N[C@H](C(=O)O)[C@@H](OCc1ccccc1)C(=O)O | -4.8
46 | CCOc1ccccc1-n1c(-c2cn(CC)nc2C)n[nH]c1=O | -8.5
47 | Cn1c(=O)c2c(C(F)(F)F)cc(-c3cccnc3)nc2n(C)c1=O | -5.4
48 | CC(Sc1nnc(-c2cccs2)n1C1CC1)C(=O)N1C(C)CCCC1C (stereo not drawn) | 0.1
49 | O=C(NCCNC1CCC2(CCNCC2)CC1)c1ccccc1Cl | -4.0
50 | CCCOC(=O)N1CCC(N2CCCC(C(=O)NCc3ccccn3)C2)CC1 (stereo not drawn) | -7.7
51 | O=[N+]([O-])c1ncn(Cc2ccc3c(c2)OCO3)n1 | -15.4
52 | O=S(=O)(Nc1ccc(N2CCOCC2)cc1)c1ccc(F)c(F)c1 | -4.4
53 | C/C(=C\c1cc(Cl)ccc1O)CN(C)Cc1noc(C)n1 | -2.0
54 | O=C(CCn1cncn1)N1CCC(Cc2nncn2-c2ccccc2)CC1 | -7.8
55 | Oc1c(C=Nc2ccc(I)cc2)sc2ccccc12 | -18.5
56 | CC(C)c1cc(CN(C)C(=O)CC2C(=O)NCCN2C(C)C)no1 (stereo not drawn) | -27.2
57 | CCC(NC(=O)C1CCN(C(C)=O)CC1)c1ccnn1C (stereo not drawn) | -18.0
58 | CC1CCCC(C)N1/N=C\c1ccc(/C=N\N2C(C)CCCC2C)cc1 (stereo not drawn) | -8.2
59 | COc1ccc(Br)c(CN)c1 | 1.1
60 | CN(CC(=O)Nc1cccc(F)c1)CC(=O)NC1CCCc2ccccc21 (stereo not drawn) | -19.1

Five entries out of the list above, ordered by their value in mcGAS MS inh, largest number first.
cpd | Compound | mcGAS MS inh
53 | C/C(=C\c1cc(Cl)ccc1O)CN(C)Cc1noc(C)n1 | -2.0
32 | Cc1[nH]c2ccccc2c1S(=O)(=O)CCNC(=O)Nc1ccc2c(c1)OCO2 | -5.7
44 | Cn1c(SCc2nc3ccccc3c(=O)[nH]2)nc2ccsc2c1=O | -12.8
40 | CCOC(CNc1ncnc2c1nnn2CC)OCC | -13.9
55 | Oc1c(C=Nc2ccc(I)cc2)sc2ccccc12 | -18.5

Further results follow.
cpd | Compound | mcGAS MS inh
61 | COc1ccc2cc(CNc3ccccc3)c(=O)n(CC(=O)NCCc3ccc(Cl)cc3)c2c1 | -0.5
62 | O=C(CN1CCCCCC1=O)N1CCN(c2ncc(C(F)(F)F)cc2Cl)CC1 | -7.6
63 | CC(C)C(=O)N1CCC1(C)C(=O)Nc1cccc(Oc2ccccc2)c1 (stereo not drawn) | -6.4
64 | CC(=O)N1CCN(c2ccc(Nc3cccc(C)n3)nn2)CC1 | -6.4
65 | COc1cc(C=C2N=C(c3ccccc3Cl)OC2=O)cc(Cl)c1OCC(N)=O | -5.4
66 | O=S(=O)(Cc1ccccc1)N1CCC(On2nnc3ccccc32)CC1 | 0.7
67 | CC(O)Cn1cc(C#N)c(=O)[nH]c1=O (stereo not drawn) | -7.8
68 | Cc1c(C(=O)NCCc2ccc3c(c2)OCO3)cnn1-c1ccccc1F | -9.6
69 | CSc1ccc(CN2CCC2(C)C(=O)NCc2cccc(C(F)(F)F)c2)cc1 (stereo not drawn) | -6.5
70 | N#CC12Oc3ccccc3C1C1(C#N)Oc3ccccc3C21 (stereo not drawn) | -19.2
71 | Cc1ccc(C2(O)CCN(C(=O)CC3C(=O)Nc4ccc(C)cc43)CC2)nc1 (stereo not drawn) | -20.6
72 | Cc1cc(C)c(C(=O)OCC(=O)NCc2ccccc2Cl)c(C)c1 | -8.6
73 | CNC(=O)Cc1noc(-c2ccc(-n3ccnc3)cc2)n1 | -1.5
74 | O=C(c1cc2cc(F)ccc2[nH]1)N1CCC(CO)(CCOc2ccccc2)CC1 | -15.0
75 | O=C(O)Cc1cccc(-c2cccc3c2CCNC3)c1 | -24.6
76 | CNC(=O)c1cc2c(C(F)(F)F)nn(C)c2s1 | -3.0
77 | Cc1cnn(CC(=O)NCC(NC(=O)Cn2cc(C)cn2)C(C)C)c1 (stereo not drawn) | -4.7
78 | CC(=O)Cn1c(=O)c2c(nc3n2CCCN3c2ccc(C)c(Cl)c2)n(C)c1=O | -7.4
79 | CCn1c(C2CCN(C(=O)CCc3cn4ccccc4n3)CC2)nn(C)c1=O | -4.7
80 | O=C(OCc1cccnc1)c1cc(=O)[nH]c2ccccc12 | 9.3
81 | Cc1cc(OCc2cc(C(=O)N3CCN(C4CCCC4)C(=O)C3)no2)cc(C)c1Cl | 8.9
82 | CS(=O)c1ccc(NC(=O)c2n[nH]c3c2CCCC3)cc1 (stereo not drawn) | -9.2
83 | O=S(=O)(Nc1ccc(F)c(Cl)c1)c1ccc(Br)s1 | 13.7
84 | CC(/C=C1\N=C(c2ccc(Cl)cc2)OC1=O)=C\c1ccccc1 | -10.4
85 | Cc1cccc(C2=NOC(C)C(=O)N2Cc2cccc(C#N)c2)c1 (stereo not drawn) | 1.1
86 | CC(=O)Nc1c2c(nn1-c1ccc(Oc3ccccc3)cc1)CSC2 | -7.5
87 | O=C(NS(=O)(=O)c1ccccc1F)c1ccc2c(c1)OCO2 | -0.3
88 | O=S(=O)(Nc1cccc(F)c1)c1cc(Br)ccc1Br | 4.9
89 | COc1ccccc1NC(=O)Nc1ccnn1C1CCN(C(=O)c2cscn2)CC1 | -1.0
90 | O=C(Nc1ccc(Oc2ccccc2)cc1)C1=COCCO1 | -10.5

Following part.
cpd | Compound | mcGAS MS inh
91 | O=C(Cn1ccc2ccccc21)N1CCN(c2ccc(-c3cccs3)nn2)CC1 | 2.1
92 | CCc1nc(-c2c(-c3ccccc3)ncn2Cc2csc(C)n2)c(C)[nH]1 | -5.5
93 | CN(Cc1cc(C(C)(C)C)n[nH]1)C(=O)c1ccn2nnnc2c1 | -9.0
94 | CCOc1cccc2cc(C(C)Nc3c(C#N)c(=O)n(C)c(=O)n3C)oc12 (stereo not drawn) | -25.1
95 | Cc1ccc(F)c(-n2nnnc2CSCC(=O)NC(C)(C)C)c1 | -1.5
96 | Cc1cc(C)n(CC(=O)OC(C)C(N)=O)n1 (stereo not drawn) | -6.5
97 | COc1cc(C(=O)Nc2cc(C3CC3)nn2-c2nc(C)c(C)c(=O)[nH]2)cc(OC)c1OC | -12.4
98 | COc1cccc(-c2cnnc(N3CCC(OCc4ccccc4)CC3)n2)c1 | -4.3
99 | O=C1NCCN(C2Cc3ccccc3C2)C1CC(=O)N1CCCC1 (stereo not drawn) | 4.2
100 | CC(C)(C)CN1CCN(CC#Cc2ccccc2)CC1CCO (stereo not drawn) | -5.5
101 | COc1cccc(OC)c1OCCCOc1ccc([N+](=O)[O-])cc1 | -1.9
102 | CC(=O)Nc1ccc(C(=O)N2CCN(C(=O)C3CC3c3cccs3)CC2)cc1 (stereo not drawn) | -2.1
103 | O=C(NCC(F)(F)F)c1cc(COc2ccc(F)c(F)c2)on1 | -1.7
104 | CN1C[C@@H]2C[C@@H](c3ccc(C4CCCCC4)s3)N3CCC[C@@]23C1=O | -5.3
105 | CCOC(=O)c1cccnc1N1CCN(Cc2cccc3nsnc23)CC1 | -17.4
106 | Cc1nn(C)c(C)c1CN(Cc1cccc2c1OCO2)C1CC1 | -12.2
107 | Cc1ccc(C)c(OCCCC(C)(C)C(=O)N2CCN(C(=O)c3ccco3)CC2)c1 | -9.6
108 | COc1ccc(OC)c(N2CCn3c2nc2c3c(=O)n(C)c(=O)n2C)c1 | -8.3
109 | CCc1[nH]nc(C(=O)N(CCOC)CC2CCN(Cc3ccccc3F)CC2)c1C | -7.0
110 | C=CCN1CCN(c2ncc(C)c(N(C)C)n2)CC1 | -16.5
111 | CN(C)CCNc1nc(NCCCN2CCCC2=O)c2sc(-c3ccccc3)cc2n1 | 12.0
112 | O=c1c2sccc2nc(SCc2cc(=O)n3ccccc3n2)n1-c1ccc(F)cc1 | -3.1
113 | NC1CCSc2ccc(F)cc21 (stereo not drawn) | -5.8
114 | Cc1cccc(C)c1NC(=O)C(=O)Nn1c(=S)[nH]c2ccccc2c1=O | 0.3
115 | O=C(CSc1nnc(-c2ccccc2)n1-c1ccccc1)N/N=C\c1c(F)cccc1Cl | -10.2
116 | Cn1nnc2c(SCC(=O)N3CCCCC3)ncnc21 | -1.6
117 | Cc1ccc(C2CCCN2C(=O)C2CC3C=CC2C3)cc1 (stereo not drawn) | -14.7
118 | NC[C@H]1O[C@H](O[C@H]2[C@H](O)[C@@H](O[C@H]3O[C@H](CO)[C@@H](O)[C@H](N)[C@H]3O)[C@H](N)C[C@@H]2N)[C@H](N)C[C@@H]1O | -32.4
119 | O=c1[nH]ccc2c1cnc1ccnn12 | -3.3
120 | Cc1cnn(Cc2nnc(-c3ccc(Br)cc3)o2)c1 | -6.3

Following part.
cpd | Compound | mcGAS MS inh
121 | COc1cccc(CN(C)C(=O)C2Cc3ccccc32)c1 (stereo not drawn) | -2.3
122 | CCN1CCN(c2ccc(NC(=O)CCSc3ccc(F)c(F)c3)cc2)CC1 | 38.9
123 | O=C(CSc1ccc2nc(-c3ccccc3)cn2n1)N1CCN(c2ccccc2)CC1 | -4.2
124 | Fc1ccc(OCc2nc(-c3ccncc3)no2)c(F)c1 | 9.4
125 | Cc1cc(C)c(C(C(=O)O)c2ccccc2)c(C)c1 (stereo not drawn) | -2.8
126 | COc1ccc(/C=C2/CCn3c2nc2scc(-c4ccccc4)c2c3=O)cc1O | 2.3
127 | Cc1nc(NCCCCCC(=O)O)c2c(C)c(C)sc2n1 | -14.8
128 | Cc1ccc2c(c1)c(C(=O)NCCC1CN(C)CCO1)nn2C (stereo not drawn) | -9.6
129 | O=C(Nc1cc(C2CC2)[nH]n1)C1CCN(C(=O)COc2ccccc2)CC1 | -12.6
130 | CCNc1ccnc(N2CCC(C(=O)NC)C2)n1 (stereo not drawn) | -17.3

An excerpt; rates above refer to the full screens.
